Assay outcomes (PubChem BioAssay)
GSH fluor: GSH bead compound fluorescence profile. GSH beads flow cytometry, compound fluorescence 488/530 nm; active compounds read high. fluorescence (KMESF) at 10 µM. 0.25% of 190,000 active. AID 1776; in the data active = fluorescence above about 89;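 also: glutathione beads carrying GST-tagged Bcl family fusion proteins plus one bare bead set; values are compound well signal with DMSO vehicle wells as background; inactives centre near 16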
HRas wt GTP: changes GTP binding to wildtype human HRas | P01112 | GST-Ras wt beads, Bodipy-FL-GTP binding, flow cytometry; actives lie on both sides | GTP binding activity, % at 10 µM | 0.14% of 190,000 active;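 active = GTP binding activity at least 20% away from the 100% baseline, either lowered as inhibitor or raised as activator; inconclusive = flagged as likely green fluorescent, judged across all proteins in the well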;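 also: 0% = unlabeled GTP competition control and 100% = no-compound control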
Target sequence (P01112 whole entry, looked up): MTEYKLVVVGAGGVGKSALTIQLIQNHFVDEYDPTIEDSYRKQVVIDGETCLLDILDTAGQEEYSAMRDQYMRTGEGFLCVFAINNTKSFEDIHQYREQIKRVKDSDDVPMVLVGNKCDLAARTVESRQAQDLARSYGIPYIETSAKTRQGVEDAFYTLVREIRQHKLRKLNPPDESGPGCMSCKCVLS
Pf gametocyte: kills late stage P. falciparum gametocytes; 0.065% of 150,000 active; AID 743093; P. falciparum stage V gametocytes, ATP luminescence, 24 h; inhibition, % at 10.9 µM;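 active = inhibition above the mean plus 3 SD of compounds within the control limits, set per campaign, cut at about 38% in these data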;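 also: 0% = DMSO wells and 100% = medium only without gametocytes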
Rac1 wt modul: human Rac1 wildtype GTP binding, inhibitors and activators | GST-Rac1 beads, fluorescent GTP binding, flow cytometry; actives lie on both sides; 0 = cold GTP competed, 100 = untreated | P63000 | 0.27% of 190,000 active | AID 757 | GTP binding activity (% of control), % at 10 µM;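 active = GTP binding activity at least 20 points away from the 100% control level, either lower or higher; inconclusive = compound flagged as likely green fluorescent, judged across all proteins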
Rab2A wt mod: changes GTP binding to wildtype dog Rab2A, up or down | P61105 | GST-Rab2 wt beads, Bodipy-GTP binding, flow cytometry | GTP binding activity, % at 10 µM | 0.19% of 190,000 active | AID 760;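 active = GTP binding activity at least 20 points away from 100%, either lowered or raised; inconclusive = signal likely due to the compound's own green fluorescence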;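 also: 0% = beads with excess unlabeled GTP and 100% = no-compound control corrected for plate trend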
Mcl1 Noxa PPI: Mcl-1/Noxa interaction inhibition; Q07820; TR-FRET Mcl-1/Noxa peptide binding, 2 h; inhibition, % at 21.7 µM; 1.5% of 220,000 active; AID 1022;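 active = compounds that cut the protein-peptide binding signal by more than 50% relative to plate controls in a single-dose test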;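 also: His-tagged Mcl-1 with rhodamine Noxa BH3 peptide and terbium anti-His antibody; 0% = Mcl-1 plus Noxa peptide wells and 100% = peptide-only wells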
Target sequence (Q07820 whole entry, looked up): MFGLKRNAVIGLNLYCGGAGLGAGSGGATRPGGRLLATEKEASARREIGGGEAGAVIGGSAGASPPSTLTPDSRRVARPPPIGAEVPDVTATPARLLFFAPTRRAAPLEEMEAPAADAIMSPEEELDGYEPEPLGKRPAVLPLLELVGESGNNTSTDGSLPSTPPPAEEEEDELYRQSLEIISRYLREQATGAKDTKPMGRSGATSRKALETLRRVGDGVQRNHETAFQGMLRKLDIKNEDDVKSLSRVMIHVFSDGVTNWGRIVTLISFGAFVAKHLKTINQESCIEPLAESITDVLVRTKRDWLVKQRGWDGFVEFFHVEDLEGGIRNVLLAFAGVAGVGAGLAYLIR
Cdc42 wt GTP: human Cdc42 wildtype GTP binding change, either direction; P60953; GST-Cdc42 beads, Bodipy-GTP binding, flow cytometry; actives lie on both sides; percent activity (GTP binding), % at 10 µM; 0.2% of 190,000 active; AID 761;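 active = percent activity GTP binding at least 20 points away from the 100% baseline, either down as inhibitor or up as activator; inconclusive = compound flagged as likely green fluorescent from well-wide comparison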;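 also: median bead fluorescence of bound Bodipy-FL-GTP at 100 nM; 0% = excess unlabeled GTP control and 100% = no compound control; below 100% means less GTP binding so inhibitor and above means activator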
Target sequence (P60953 whole entry, looked up): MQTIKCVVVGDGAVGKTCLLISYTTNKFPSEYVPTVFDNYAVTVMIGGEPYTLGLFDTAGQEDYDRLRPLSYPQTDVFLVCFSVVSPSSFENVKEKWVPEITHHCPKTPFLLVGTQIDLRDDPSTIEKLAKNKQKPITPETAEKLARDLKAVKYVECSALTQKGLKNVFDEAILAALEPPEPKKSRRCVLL
Rab7 wt GTP bind: modulators of GTP binding to dog Rab7 wildtype GTPase | GST-Rab7 beads, fluorescent GTP binding, flow cytometry; actives lie on both sides; untreated = 100%, excess cold GTP = 0% | GTP binding activity (percent of control), % at 10 µM | 0.055% of 190,000 active | AID 758;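 active = fluorescent GTP binding to Rab7 beads changed by at least 20 points from the 100% baseline, either direction, mostly lower; inconclusive = compound itself probably fluorescent, or too few beads counted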;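 also: median green fluorescence of bound Bodipy-FL-GTP per Rab7 bead population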
Avidin fluor: avidin bead compound fluorescence profile. Avidin beads, compound fluorescence 488/530 nm, flow cytometry; active compounds read high. fluorescence (KMESF) at 10 µM. 0.38% of 220,000 active. AID 1775; in the data active = fluorescence above about 47; also: inactives centre near 10
Rac1 act GTP bind: modulators of GTP binding to human Rac1 activated mutant; P63000; GST-Rac1 activated beads, fluorescent GTP binding, flow cytometry; actives lie on both sides; 100% means binding = to untreated wells; percent activity (GTP binding), % at 10 µM; 0.11% of 190,000 active;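 active = GTP binding at least 20 percentage points away from the 100% baseline, in either direction, so actives lie on both sides; inconclusive = Compound likely fluorescent itself, or too few beads counted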
Mcl1-Bid inh: disrupts binding of human Mcl-1 to Bid peptide; TR-FRET Mcl-1/Bid-Dy647 peptide binding, 1536-well; 0.97% of 220,000 active; inhibition, % at 21.7 µM; AID 1021; Q07820;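 active = compounds that cut the binding signal by more than half at the single screening dose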;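 also: His-tagged Mcl-1 with europium anti-His antibody binding Bid BH3 peptide; 0% = Mcl-1 plus peptide wells and 100% = peptide-only wells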
* = called active by the depositor.

What do the screens show for `Cc1ccc(Nc2nc(CSc3nnc(-c4ccccc4)n3C)cs2)cc1`?
GSH fluor: 9; HRas wt GTP: 97; Rac1 wt modul: 95; Rab2A wt mod: 97; Mcl1 Noxa PPI: 21; Cdc42 wt GTP: 94; Rab7 wt GTP bind: 96; Avidin fluor: 12; Rac1 act GTP bind: 98; Mcl1-Bid inh: -37

What do the screens show for `COc1ccccc1C(=O)NC(CCSC)C(=O)OCC(=O)c1ccc[nH]1` (stereo not given)?
GSH fluor: 15; HRas wt GTP: 98; Pf gametocyte: 5; Rac1 wt modul: 103; Rab2A wt mod: 97; Mcl1 Noxa PPI: 22; Cdc42 wt GTP: 103; Rab7 wt GTP bind: 100; Avidin fluor: 21; Rac1 act GTP bind: 99; Mcl1-Bid inh: -27

Results for Nc1ccc(C(=O)OCC(=O)c2cccc([N+](=O)[O-])c2)cc1 ?
GSH fluor: 21; HRas wt GTP: 99; Pf gametocyte: -17; Rac1 wt modul: 96; Rab2A wt mod: 95; Mcl1 Noxa PPI: -4; Cdc42 wt GTP: 97; Rab7 wt GTP bind: 100; Avidin fluor: 9; Rac1 act GTP bind: 94; Mcl1-Bid inh: -22

Results for CSc1nnc(-c2cc3c(-c4ccccc4)nn(C)c3s2)n1C ?
GSH fluor: 15; HRas wt GTP: 87; Rac1 wt modul: 94; Rab2A wt mod: 83; Mcl1 Noxa PPI: 4; Cdc42 wt GTP: 84; Rab7 wt GTP bind: 92; Avidin fluor: 3; Rac1 act GTP bind: 93; Mcl1-Bid inh: -12

What do the screens show for `Clc1cccc(OCc2nc(-c3ccncc3)n[nH]2)c1`?
GSH fluor: 17; HRas wt GTP: 83; Rac1 wt modul: 110; Rab2A wt mod: 83; Mcl1 Noxa PPI: 18; Cdc42 wt GTP: 84; Rab7 wt GTP bind: 97; Avidin fluor: 10; Rac1 act GTP bind: 97; Mcl1-Bid inh: -9

Results for CCCOc1ccc(S(=O)(=O)N2CCOCC2)cc1[N+](=O)[O-] ?
GSH fluor: 12; HRas wt GTP: 98; Pf gametocyte: 14; Rac1 wt modul: 100; Rab2A wt mod: 101; Mcl1 Noxa PPI: 15; Cdc42 wt GTP: 99; Rab7 wt GTP bind: 104; Avidin fluor: 6; Rac1 act GTP bind: 95; Mcl1-Bid inh: 2

How did COc1ccc(CC(=O)OCC(=O)NCc2ccccc2Cl)cc1 do in these assays?
GSH fluor: 11; HRas wt GTP: 95; Pf gametocyte: -11; Rac1 wt modul: 98; Rab2A wt mod: 93; Mcl1 Noxa PPI: 13; Cdc42 wt GTP: 92; Rab7 wt GTP bind: 102; Avidin fluor: 8; Rac1 act GTP bind: 94; Mcl1-Bid inh: -20

What do the screens show for `COc1cc(C=O)cc(OC)c1OS(=O)(=O)c1ccc(NC(C)=O)cc1`?
GSH fluor: 29; HRas wt GTP: 103; Pf gametocyte: -8; Rac1 wt modul: 102; Rab2A wt mod: 102; Mcl1 Noxa PPI: 52*; Cdc42 wt GTP: 102; Rab7 wt GTP bind: 103; Avidin fluor: 11; Rac1 act GTP bind: 101; Mcl1-Bid inh: 21

Results for CCOC(=O)CSc1nnc(-c2cccnc2)n1C ?
GSH fluor: 10; HRas wt GTP: 100; Pf gametocyte: 13; Rac1 wt modul: 98; Rab2A wt mod: 99; Mcl1 Noxa PPI: -7; Cdc42 wt GTP: 99; Rab7 wt GTP bind: 105; Avidin fluor: 10; Rac1 act GTP bind: 96; Mcl1-Bid inh: -25

Results for CC(C)CC(NS(=O)(=O)c1ccc2c(c1)oc(=O)n2C)C(=O)NCc1cccnc1 (stereo not given) ?
GSH fluor: 20; HRas wt GTP: 100; Rac1 wt modul: 104; Rab2A wt mod: 102; Mcl1 Noxa PPI: -8; Cdc42 wt GTP: 103; Rab7 wt GTP bind: 99; Avidin fluor: 5; Rac1 act GTP bind: 101; Mcl1-Bid inh: -22

How did Cc1ccc(/C=N/n2c(COc3ccccc3)n[nH]c2=S)o1 do in these assays?
GSH fluor: 10; HRas wt GTP: inconclusive; Pf gametocyte: 11; Rac1 wt modul: inconclusive; Rab2A wt mod: inconclusive; Mcl1 Noxa PPI: 11; Cdc42 wt GTP: inconclusive; Rab7 wt GTP bind: inconclusive; Avidin fluor: 10; Rac1 act GTP bind: inconclusive; Mcl1-Bid inh: -42

How did S=c1[nH]nc(-c2cccc(Cl)c2)n1Cc1ccccc1 do in these assays?
GSH fluor: 9; HRas wt GTP: 97; Rac1 wt modul: 101; Rab2A wt mod: 97; Mcl1 Noxa PPI: 24; Cdc42 wt GTP: 96; Rab7 wt GTP bind: 95; Avidin fluor: 4; Rac1 act GTP bind: 100; Mcl1-Bid inh: -48

Results for O=C(O)c1ccc(N=NN2CCCCC2)cc1 ?
GSH fluor: 10; HRas wt GTP: 98; Pf gametocyte: -2; Rac1 wt modul: 98; Rab2A wt mod: 97; Mcl1 Noxa PPI: 17; Cdc42 wt GTP: 93; Rab7 wt GTP bind: 101; Avidin fluor: 9; Rac1 act GTP bind: 94; Mcl1-Bid inh: 8

What do the screens show for `Cc1ccc(-c2cc(-c3ccccc3)[nH]c(=S)c2C#N)cc1`?
GSH fluor: 25; HRas wt GTP: 91; Pf gametocyte: 32; Rac1 wt modul: 85; Rab2A wt mod: 89; Mcl1 Noxa PPI: -146; Cdc42 wt GTP: 87; Rab7 wt GTP bind: 89; Avidin fluor: 13; Rac1 act GTP bind: 87; Mcl1-Bid inh: -66

How did COc1ccc(NC(=S)N2CCN(C(c3ccccc3)c3ccccc3)CC2)cc1OC do in these assays?
GSH fluor: 11; HRas wt GTP: 96; Pf gametocyte: -17; Rac1 wt modul: 98; Rab2A wt mod: 96; Mcl1 Noxa PPI: 21; Cdc42 wt GTP: 100; Rab7 wt GTP bind: 99; Avidin fluor: 4; Rac1 act GTP bind: 96; Mcl1-Bid inh: -92

How did CC[n+]1c(/C=C/C=C/N(C(C)=O)c2ccccc2)sc2cc(OC)ccc21 do in these assays?
GSH fluor: 6; HRas wt GTP: 103; Pf gametocyte: -17; Rac1 wt modul: 111; Rab2A wt mod: 101; Mcl1 Noxa PPI: 4; Cdc42 wt GTP: 104; Rab7 wt GTP bind: 101; Avidin fluor: 30; Rac1 act GTP bind: 102; Mcl1-Bid inh: -46

How did O=C(CO/N=C\c1ccccc1)Nc1ccccc1C(=O)N1CCOCC1 do in these assays?
GSH fluor: 10; HRas wt GTP: 104; Pf gametocyte: -20; Rac1 wt modul: 103; Rab2A wt mod: 100; Mcl1 Noxa PPI: 4; Cdc42 wt GTP: 103; Rab7 wt GTP bind: 103; Avidin fluor: 3; Rac1 act GTP bind: 102; Mcl1-Bid inh: -9

How did Cc1cccc(NC2=NC(=S)N(c3cccc(C(=O)O)c3)C23CCCCC3)c1 do in these assays?
GSH fluor: 15; HRas wt GTP: 94; Pf gametocyte: -30; Rac1 wt modul: 97; Rab2A wt mod: 96; Mcl1 Noxa PPI: 9; Cdc42 wt GTP: 95; Rab7 wt GTP bind: 93; Avidin fluor: 12; Rac1 act GTP bind: 94; Mcl1-Bid inh: -26

Results for Cc1ccc(NC2=C(N3CCOCC3)C(=O)c3ccccc3C2=O)cc1 ?
GSH fluor: 17; HRas wt GTP: 97; Rac1 wt modul: 96; Rab2A wt mod: 97; Mcl1 Noxa PPI: 13; Cdc42 wt GTP: 97; Rab7 wt GTP bind: 97; Avidin fluor: 39; Rac1 act GTP bind: 95; Mcl1-Bid inh: -20

Results for Cc1nn(Cc2cccc(C(=O)NC34CC5CC(CC(C5)C3)C4)c2)c(C)c1Br ?
GSH fluor: 28; HRas wt GTP: 99; Rac1 wt modul: 102; Rab2A wt mod: 97; Mcl1 Noxa PPI: 10; Cdc42 wt GTP: 96; Rab7 wt GTP bind: 100; Avidin fluor: 17; Rac1 act GTP bind: 98; Mcl1-Bid inh: -2

How did Cn1c(=O)c2c(nc(Sc3ncccn3)n2Cc2ccc(Cl)cc2)n(C)c1=O do in these assays?
GSH fluor: 15; HRas wt GTP: 103; Rac1 wt modul: 107; Rab2A wt mod: 102; Mcl1 Noxa PPI: -8; Cdc42 wt GTP: 107; Rab7 wt GTP bind: 99; Avidin fluor: 23; Rac1 act GTP bind: 102; Mcl1-Bid inh: -5

What do the screens show for `Cc1nc(N2CCN(S(=O)(=O)c3ccccc3)CC2)c2c3c(sc2n1)CC(C)CC3` (stereo not given)?
GSH fluor: 26; HRas wt GTP: 96; Rac1 wt modul: 93; Rab2A wt mod: 94; Cdc42 wt GTP: 97; Rab7 wt GTP bind: 93; Avidin fluor: 9; Rac1 act GTP bind: 94; Mcl1-Bid inh: 7

How did O=C(Nc1ccc2c(c1)OCO2)c1ccc(Br)s1 do in these assays?
GSH fluor: 28; HRas wt GTP: 101; Rac1 wt modul: 103; Rab2A wt mod: 100; Mcl1 Noxa PPI: 22; Cdc42 wt GTP: 104; Rab7 wt GTP bind: 102; Avidin fluor: 8; Rac1 act GTP bind: 100; Mcl1-Bid inh: -3

Results for COc1ccc(C2(NC(C)=O)CCN(C(=O)CCC(=O)O)CC2)cc1 ?
GSH fluor: 11; HRas wt GTP: 107; Pf gametocyte: -1; Rac1 wt modul: 106; Rab2A wt mod: 105; Mcl1 Noxa PPI: 14; Cdc42 wt GTP: 105; Rab7 wt GTP bind: 104; Avidin fluor: 11; Rac1 act GTP bind: 102; Mcl1-Bid inh: 3

Results for COc1ccc(N(C(C)=O)S(=O)(=O)c2cc(OC)ccc2OC)cc1 ?
GSH fluor: 14; HRas wt GTP: 102; Rac1 wt modul: 104; Rab2A wt mod: 100; Mcl1 Noxa PPI: 5; Cdc42 wt GTP: 100; Rab7 wt GTP bind: 104; Avidin fluor: 17; Rac1 act GTP bind: 98; Mcl1-Bid inh: -25

How did CN1CCN(NC(=O)c2ccc(Cl)s2)CC1 do in these assays?
GSH fluor: 19; HRas wt GTP: 98; Pf gametocyte: 14; Rac1 wt modul: 102; Rab2A wt mod: 100; Mcl1 Noxa PPI: 11; Cdc42 wt GTP: 95; Rab7 wt GTP bind: 103; Avidin fluor: 9; Rac1 act GTP bind: 98; Mcl1-Bid inh: -42

Results for O=C(COc1cccc(Cl)c1)Nc1ccc2c(c1)CCC2 ?
GSH fluor: 3; HRas wt GTP: 97; Pf gametocyte: -2; Rac1 wt modul: 99; Rab2A wt mod: 94; Mcl1 Noxa PPI: 17; Cdc42 wt GTP: 95; Rab7 wt GTP bind: 96; Avidin fluor: 12; Rac1 act GTP bind: 96; Mcl1-Bid inh: -2
